Source: PubChem
MsrA inh: bovine MsrA enzyme inhibitors, primary screen, biochemical, absorbance, HTS. purified bovine MsrA, absorbance read-out. inhibition, % at 15.5 µM. AID 651718, 2012. Methionine sulfoxide reductase A (Bos taurus). actives 0.75% (n = 360,000); in the data active = inhibition above about 4.5%;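 also: 0% = vehicle wells with enzyme and 100% = reference inhibitor wells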
Scp1 inh: Scp-1 phosphatase inhibitors, primary screen, biochemical, colorimetric, uHTS; Carboxy-terminal domain RNA polymerase II polypeptide A small phosphatase 1 (Homo …; Recombinant Scp1, phosphopeptide, malachite green phosphate absorbance; inhibition, % at 20 µM; actives 0.88% (n = 340,000);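 active = inhibition above about 50% at 20 µM, limit read from the data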;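 also: plate controls were DMSO wells with enzyme for no effect and wells lacking enzyme for full effect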
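Material: truncated SCP-1 phosphatase (76-261aa) / Buffer or medium: 50 mM Tris acetate pH 5.5, 0.005% Tween-20, 10 mM MgCl2 / Compound dosing: one concentration, 20 µM, with 1.0% DMSO / Incubation: 45 min room-temperature reaction, 5 min colour, 30 min stabiliser / Detection: colorimetric free-phosphate detection, absorbance 630 nm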
Tb MetRS inh: T. brucei MetRS inhibitors, primary screen, biochemical, luminescence. methionyl-tRNA synthetase (Trypanosoma brucei brucei). purified T. brucei MetRS, ATP depletion, Kinase-Glo luminescence. inhibition, % at 11.9 µM. actives 0.4% (n = 360,000). AID 624268, 2012;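 active = inhibition above a per-plate cutoff of the control wells' mean inhibition plus 3 SD, cut at about 5.5% in these data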;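 also: 0% = DMSO wells median and 100% = median of wells with control inhibitor compound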
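Material: T. brucei methionyl-tRNA synthetase, purified; reagent: substrates ATP, L-methionine and bulk Escherichia coli tRNA; dosing: 11.9 µM single point; timing: 15 min plus 2 h at 25 °C; detection: luminescence of leftover ATP; evaluation: % inhibition; control set: DMSO-only wells as low control; replicates: singlicate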
DNMT1 block: human DNMT1 methyltransferase inhibitors, primary screen, biochemical, molecular beacon, fluorescence, HinP1I cleavage, uHTS; DNA (cytosine-5)-methyltransferase 1 (Homo sapiens), P26358; inhibition (reported as % activation of signal), % at 10 µM; actives 0.83% (n = 360,000); AID 588458, 2011; in the data active = inhibition above about 50%
Rpn11 block: Rpn11 (PSMD14) deubiquitinase inhibitors, primary screen, biochemical, fluorescence polarization, uHTS | 26S proteasome non-ATPase regulatory subunit 14 (Homo sapiens), O00487 | calls only at 20 µM | actives 0.59% (n = 360,000) | AID 588493, 2011 | human 26S proteasome, Ub4-pepOG fluorescence polarization; 20S core pre-blocked with epoxomicin;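 active = inhibition at 20 µM, scaled to each plate's controls, above about 33%, limit read from the data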
Target sequence (O00487 whole entry, looked up): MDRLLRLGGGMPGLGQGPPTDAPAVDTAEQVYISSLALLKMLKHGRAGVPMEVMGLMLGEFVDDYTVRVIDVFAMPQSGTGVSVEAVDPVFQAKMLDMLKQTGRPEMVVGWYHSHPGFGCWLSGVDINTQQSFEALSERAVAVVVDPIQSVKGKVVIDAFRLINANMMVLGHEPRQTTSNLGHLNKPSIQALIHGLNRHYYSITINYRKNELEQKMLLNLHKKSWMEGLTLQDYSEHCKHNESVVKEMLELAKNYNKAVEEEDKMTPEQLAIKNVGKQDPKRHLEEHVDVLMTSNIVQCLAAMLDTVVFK
SUMO1 PPI mod: modulators of SUMO1 protein-protein interactions, primary screen, biochemical, uHTS. Small ubiquitin-related modifier 1 (Homo sapiens), P63165. SUMO1 binding to a labelled peptide, TR-FRET, 1 h. inhibition, % at 20 µM. actives 0.33% (n = 360,000); in the data active = inhibition above about 37%
LMPTP inh: LMPTP phosphatase inhibitors, primary screen, biochemical, fluorescence intensity, uHTS. Low molecular weight phosphotyrosine protein phosphatase (Homo sapiens), P24666. recombinant LMPTP-A, OMFP fluorogenic substrate. inhibition, % at 20 µM. actives 0.22% (n = 360,000);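 active = compounds that cut the enzyme signal by at least half of the control window in the single-dose screen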;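 also: plate controls were DMSO wells with enzyme plus substrate for no effect and substrate without enzyme for full effect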
Target sequence (P24666 whole entry, looked up): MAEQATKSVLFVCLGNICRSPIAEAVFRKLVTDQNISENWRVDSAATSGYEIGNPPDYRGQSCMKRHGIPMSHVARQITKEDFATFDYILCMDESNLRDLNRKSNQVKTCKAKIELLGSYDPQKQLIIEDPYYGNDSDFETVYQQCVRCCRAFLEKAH
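Test system – LMPTP-A phosphatase enzyme · Quantity – 0.625 nM LMPTP-A final · Reagent – OMFP substrate, 400 µM final · Dosing – one test concentration per compound, 20 µM, with 3% DMSO overall · Timing – 50 min enzyme reaction at room temperature, protected from light · Detection – fluorescence intensity · Controls – substrate-only low control, DMSO enzyme-plus-substrate high control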
CSN inh: inhibitors of CSN-mediated cullin deneddylation, primary screen, biochemical, fluorescence polarization, uHTS; COP9 signalosome complex subunit 5 (Homo sapiens), Q92905; Purified CSN, SCF-Nedd8-OG deneddylation; inhibition, % at 12.5 µM; actives 0.38% (n = 360,000); AID 651999, 2013;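 active = pattern-corrected inhibition above about 35%, with an unprinted fluorescence ratio check between 0.5 and 1.5, limit read from the data, passing the limit was not always enough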;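 also: 0% = enzyme with substrate and 100% = substrate without enzyme; some results filed as inactive read as strong as hits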
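assay system = purified human Csn5 enzyme expressed in HEK293T cells | amount = 0.24 nM enzyme | buffer or medium = Tris/NaCl/DTT buffer, pH 7.5 | reagent = 10 nM SCFSkp2-Nedd8OG | compound = one concentration, 12.5 µM, 0.25% DMSO | times = 90 min reaction at room temperature | signal = FP | read-out basis = % inhibition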
STEP block: STEP phosphatase inhibitors, primary screen, biochemical, fluorescence intensity, uHTS. actives 0.25% (n = 360,000). AID 588621, 2011. Tyrosine-protein phosphatase non-receptor type 5 (Homo sapiens), P54829. inhibition, % at 20 µM. recombinant STEP, OMFP fluorogenic substrate;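 active = inhibition at 20 µM, scaled per plate between control wells, above about 37%, limit read from the data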;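 also: 0% = DMSO with enzyme and substrate and 100% = substrate only without enzyme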
Target sequence (P54829 whole entry, looked up): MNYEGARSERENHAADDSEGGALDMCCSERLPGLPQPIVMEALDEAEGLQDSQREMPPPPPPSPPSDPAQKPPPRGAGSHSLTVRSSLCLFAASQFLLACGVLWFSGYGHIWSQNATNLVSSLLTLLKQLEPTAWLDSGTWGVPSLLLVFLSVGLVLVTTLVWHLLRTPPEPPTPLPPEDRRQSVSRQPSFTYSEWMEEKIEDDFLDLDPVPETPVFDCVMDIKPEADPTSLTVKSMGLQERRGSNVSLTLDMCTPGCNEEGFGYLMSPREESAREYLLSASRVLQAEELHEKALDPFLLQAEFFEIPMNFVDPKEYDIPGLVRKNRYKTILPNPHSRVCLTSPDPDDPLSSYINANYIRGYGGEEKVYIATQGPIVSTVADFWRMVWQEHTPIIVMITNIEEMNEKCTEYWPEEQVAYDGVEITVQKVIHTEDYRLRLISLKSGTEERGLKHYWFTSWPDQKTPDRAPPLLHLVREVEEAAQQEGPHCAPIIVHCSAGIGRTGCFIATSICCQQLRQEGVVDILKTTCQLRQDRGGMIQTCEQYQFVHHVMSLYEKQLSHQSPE
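medium = Bis-Tris buffer pH 6.0, 2.5 mM DTT, 0.005% Tween 20 | test system = STEP (striatal-enriched tyrosine phosphatase) enzyme, cell-free | measure = normalized % inhibition | compound dosing = 20 µM, 1% DMSO | also added = 25 µM OMFP | schedule = reaction 20 min, ambient temperature | measured by = fluorescence read at 480 nm ex / 540 nm em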
NadD block: inhibitors of S. aureus NadD, primary screen, biochemical, colorimetric, uHTS; actives 0.78% (n = 360,000); inhibition, % at 20 µM; Nicotinate-nucleotide adenylyltransferase NadD (Staphylococcus aureus N315); purified NadD enzyme, colorimetric absorbance read-out; in the data active = inhibition above about 26%; also: some compounds past the cut are filed as inactive
Active calls of the source: *; i = inactive; . = not tested or not shown.

Values run as follows: Tb MetRS inh, CSN inh, SUMO1 PPI mod, MsrA inh, DNMT1 block, Rpn11 block, STEP block, NadD block, LMPTP inh, Scp1 inh
1. CCCCC(=O)N(C)c1c(C)nc2ccc(C(=O)N(C)CCN(C)C)cn12
→ -0.2, 3, -9, -0.2, 4, i, -1, 0, -6.2, .
2. CCN(C(=O)Cn1cnc2c1c(=O)n(C)c(=O)n2C)C1CCCCC1
→ 0.1, 3, -6, 0.2, -2, i, -1, -1, 0.3, 0
3. CCOc1ncccc1C(=O)N(CC)CC(=O)Nc1ccc(NC(C)=O)cc1
→ -0.5, -20, -1, 0.1, 0, i, 3, -4, -1.1, -2
4. CN1CCc2c(sc(N)c2C(=O)c2ccc(Cl)cc2)C1
→ -0.7, 24, -8, 2.2, -9, ., 3, -2, 2.4, -2
5. COc1ccc(C2=NN(C(=O)CSc3ncccn3)C(c3ccc(C)cc3)C2)cc1 (centres undefined)
→ 0.4, -2, -5, -0.5, -7, i, -5, -2, 2.6, -5
6. Cc1nc(CC(C)C)cc(C(=O)N2CCCC(Nc3ccc(C)c(C)c3)C2)n1 (centres undefined)
→ 0.2, 0, 4, -0.8, 1, i, 3, 2, -1.5, -5
7. O=C1CCC(C(=O)Nc2cccc(Oc3ccccc3)c2)=NN1
→ 0.0, 2, -1, 0.2, -3, i, -1, -9, 0.0, -7
8. Cc1cccc(OCC(=O)N(Cc2ccco2)c2c(N)n(Cc3ccccc3)c(=O)[nH]c2=O)c1
→ -0.3, -3, 5, 0.3, -6, i, 4, -7, 0.4, -7
9. c1ccc(CO/N=C(\c2ccc(C3CC3)nc2)C2CC2)cc1
→ -0.3, -5, 2, -1.0, 2, i, 1, -3, -0.2, -4
10. CS(=O)(=O)c1ccc(Cl)c(NC(=O)COC(=O)C23CC4CC(CC(C4)C2)C3)c1
→ -0.2, 0, 7, 0.0, -1, i, -1, 0, 1.4, -5
11. Nc1n[nH]c(-c2ccc(Br)cc2)c1Cl
→ 0.1, 3, 0, 0.3, -5, i, -2, 5, -1.3, -6
12. COc1ccc(C2OCC(C)(C)CO2)cc1OC
→ 0.8, 3, 4, -1.0, -1, i, -2, -4, -0.7, -8
13. COc1ccc(C(=O)NC(=S)NC2CCSC2=O)cc1 (centres undefined)
→ -0.7, 0, 6, -0.6, 3, i, -4, -4, -1.5, -8
14. COc1ccc2cc(CN(CC3COCCO3)S(=O)(=O)c3ccc(Cl)cc3)c(=O)[nH]c2c1 (centres undefined)
→ -0.7, -1, 21, 0.1, 3, i, 2, -3, -0.3, 5
15. CCC(=O)N1CCCC1(C)C(=O)Nc1ccc2nc(C)ccc2c1 (centres undefined)
→ -0.2, 3, -1, 0.0, 5, i, -3, 4, -2.0, .
16. CCOC1=C2[C@@H](CN(S(=O)(=O)c3ccc(C)cc3)[C@H]2c2ccccc2)[C@H]2C(=O)N(Cc3ccccc3)C(=O)[C@H]2C1
→ -0.1, -1, 0, -0.8, -12, i, 4, 12, 0.6, .
17. N#Cc1ccccc1OCCCNC1CCCC1
→ 0.3, 0, -5, 0.5, 0, i, 1, 2, -0.1, -5
18. CCCCN1C(C(=O)Nc2ncccn2)=C(O)c2ccccc2S1(=O)=O
→ -1.4, 1, 5, 3.4, -13, i, 1, 3, -0.1, -9
19. O=C(CN1C(=O)NC2(CCCCCC2)C1=O)Nc1ccc2c(c1)CCC2
→ -0.2, 4, 3, 0.3, -1, i, 7, 0, 0.7, -3
20. Cc1onc(-c2ccccc2Cl)c1C(=O)Nc1nnc(-c2ccc(Cl)cc2Cl)s1
→ 0.0, 2, -6, -0.1, -2, i, 0, 18, -0.1, -16
21. CCC(CO)Oc1cc(NC(=O)Cc2ccccc2)c2ncn(C(C)C)c2c1 (centres undefined)
→ 0.3, 1, 3, 0.3, 0, i, 6, 4, 0.5, -6
22. S=c1[nH]nc(-c2cccnc2)n1/N=C/c1ccco1
→ -0.5, 3, 5, 0.9, 0, i, -2, -5, -1.0, -2
23. Cc1no[n+]([O-])c1COc1cccc(/C=N/Nc2nncn2N)c1
→ 0.7, -1, -15, 1.3, -8, i, -2, 0, 0.1, -4
24. Cc1ccc(CNc2ncnc3[nH]ncc23)cc1
→ -0.3, -1, 11, -1.0, -2, i, 2, -5, -8.5, 0
25. NC(=O)c1nsc(C(=O)N(CC(=O)NCc2ccc3c(c2)OCO3)C2CCCC2)c1N
→ 0.1, 3, -9, 1.2, 4, i, 3, 0, -0.9, -9
26. Cc1ccc(NC(=O)CCl)c(C)c1
→ -0.5, 9, 6, 0.6, -1, i, -4, 10, -1.1, -6
27. O=C(Nc1ccccn1)c1ccc(S(=O)(=O)c2ccc(Cl)cc2)cc1
→ -0.7, -6, -2, -1.2, 0, i, 4, -6, -0.6, 1
28. CCN(CC)C(=O)C1CCCN(c2ccc([N+](=O)[O-])cc2[N+](=O)[O-])C1 (centres undefined)
→ 0.6, -7, -25, 0.9, -3, i, -1, -8, 0.3, -2
29. CCCn1nc(NC(=O)CC(C)C)c2cc3cccc(C)c3nc21
→ -0.6, -2, -4, 0.3, 4, i, 0, -2, 0.0, -2
30. COc1ccc(CN2CCNC(=O)C2CC(=O)N(C)Cc2ccccn2)cc1OC (centres undefined)
→ -1.2, 1, 0, -0.6, -4, i, -2, -2, -0.4, 3
31. CCn1c2ccccc2c2cc(NC(=O)C/C(C)=N/NC(=O)c3ccccc3N)ccc21
→ 0.2, -2, 1, 0.6, -11, i, -2, 22, 0.8, -14
32. CC[C@H](C)[C@@H](CNC)NC[C@@H](Cc1ccc(O)cc1)NCC(C)(C)C
→ -0.2, -1, -7, 0.1, -1, i, -2, -6, -1.9, -6
33. CC(=O)Nc1ccc(NC(=O)c2ccc(-n3c(C)ccc3C)cc2)cc1
→ -0.8, 5, 1, 0.9, -3, i, 2, 7, -0.1, -2
34. COc1ccc(C(=O)NCCNc2ccc([N+](=O)[O-])cc2)cc1
→ -0.6, 3, -16, 0.7, -1, i, 3, -2, -0.7, -6
35. CC(C(=O)Nc1ccc(S(=O)(=O)N2CCOCC2)cc1)N1CCN(c2ccccn2)CC1 (centres undefined)
→ -1.3, -2, 6, 1.1, 6, i, -4, -1, -0.7, 2
36. CCOC(=O)CSc1ncc(-c2ccc([N+](=O)[O-])cc2)[nH]1
→ 0.0, -4, -22, 2.3, 5, i, 1, 4, -1.5, -2
37. Cc1ncc(CO)c2c1OC(C)(C)OC2
→ -1.0, 4, 1, -1.2, 1, i, 0, -8, -0.2, -3
38. CCOc1cc(/C=C2\C(=N)N3N=CSC3=NC2=O)ccc1OS(=O)(=O)c1ccccc1
→ -0.5, 2, 9, -0.1, 4, i, 0, 2, 0.8, -2
39. COCCN(Cc1cc2cc(C)ccc2n2nnnc12)C(=S)Nc1ccccc1C
→ -0.7, 2, -12, 0.2, 11, i, 1, -6, 1.5, 8
40. C[C@H](O)[C@@H]1CN2CCc3c([nH]c4ccccc34)[C@@H]2C[C@@H]1N(C)C(=O)Nc1ccccc1
→ 1.8, 2, -6, -0.4, 0, i, 0, 3, -0.5, .
41. c1ccc(Nc2ncnc3sc4c(c23)CCC4)cc1
→ 0.3, 5, 4, 0.2, -4, i, 2, 0, 0.1, 0
42. Cc1ccccc1NC(=O)Nc1ccccc1Br
→ 0.3, 3, 3, -0.9, 5, i, -3, -4, -0.3, -8
43. COc1ccc(N2CCN(Cc3cc4c(cc3O)CCC4)CC2)cc1
→ -0.4, -1, -1, 1.0, 0, i, -2, -10, 1.7, -5
44. CCn1cc(CN2CCC(n3nccc3NC(=O)c3ccccc3OC)CC2)cn1
→ 0.2, 1, 0, -0.3, 0, i, 1, 6, -0.1, -2
45. COc1cccc(CC2(CO)CCCN(Cc3[nH]c4ccc(C)cc4c3C)C2)c1 (centres undefined)
→ 0.0, -3, -2, -0.7, -5, i, -1, -6, 2.8, 9
46. COc1ccc(C(O)c2ncc(-c3ccccc3OC)[nH]2)cc1 (centres undefined)
→ -0.2, -2, -3, 1.6, 0, i, 0, -3, 1.2, .
47. O=C(CCl)N(C/C=C/c1ccccc1)c1ccc2c(c1)OCCO2
→ -1.7, 2, 0, -0.6, 18, i, -2, 0, 1.5, -4

Two entries from above, set out differently:
2	CCN(C(=O)Cn1cnc2c1c(=O)n(C)c(=O)n2C)C1CCCCC1
3	CCOc1ncccc1C(=O)N(CC)CC(=O)Nc1ccc(NC(C)=O)cc1
screen / no. | 2 | 3
Tb MetRS inh | 0.1 | -0.5
CSN inh | 3 | -20
SUMO1 PPI mod | -6 | -1
MsrA inh | 0.2 | 0.1
DNMT1 block | -2 | 0
Rpn11 block | i | i
STEP block | -1 | 3
NadD block | -1 | -4
LMPTP inh | 0.3 | -1.1
Scp1 inh | 0 | -2
